VLA-4 antagonist = inhibitors of LDV-FITC binding to Mn2+-activated VLA-4, primary screen, Jurkat cells; inhibition, % at 10 µM (by protocol); AID 529, 2006; LDV-FITC binding with Mn2+, flow cytometry; 100% = Mn2+-driven binding gain fully reversed; actives 0.2% (n = 24,000);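 active means inhibition above 50%; inconclusive means compound itself fluorescent, judged against control cell fluorescence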;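 further: 0% = Mn2+ stimulated cells lacking compound and 100% = ligand binding without Mn2+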
Target sequence (P13612 whole entry, looked up): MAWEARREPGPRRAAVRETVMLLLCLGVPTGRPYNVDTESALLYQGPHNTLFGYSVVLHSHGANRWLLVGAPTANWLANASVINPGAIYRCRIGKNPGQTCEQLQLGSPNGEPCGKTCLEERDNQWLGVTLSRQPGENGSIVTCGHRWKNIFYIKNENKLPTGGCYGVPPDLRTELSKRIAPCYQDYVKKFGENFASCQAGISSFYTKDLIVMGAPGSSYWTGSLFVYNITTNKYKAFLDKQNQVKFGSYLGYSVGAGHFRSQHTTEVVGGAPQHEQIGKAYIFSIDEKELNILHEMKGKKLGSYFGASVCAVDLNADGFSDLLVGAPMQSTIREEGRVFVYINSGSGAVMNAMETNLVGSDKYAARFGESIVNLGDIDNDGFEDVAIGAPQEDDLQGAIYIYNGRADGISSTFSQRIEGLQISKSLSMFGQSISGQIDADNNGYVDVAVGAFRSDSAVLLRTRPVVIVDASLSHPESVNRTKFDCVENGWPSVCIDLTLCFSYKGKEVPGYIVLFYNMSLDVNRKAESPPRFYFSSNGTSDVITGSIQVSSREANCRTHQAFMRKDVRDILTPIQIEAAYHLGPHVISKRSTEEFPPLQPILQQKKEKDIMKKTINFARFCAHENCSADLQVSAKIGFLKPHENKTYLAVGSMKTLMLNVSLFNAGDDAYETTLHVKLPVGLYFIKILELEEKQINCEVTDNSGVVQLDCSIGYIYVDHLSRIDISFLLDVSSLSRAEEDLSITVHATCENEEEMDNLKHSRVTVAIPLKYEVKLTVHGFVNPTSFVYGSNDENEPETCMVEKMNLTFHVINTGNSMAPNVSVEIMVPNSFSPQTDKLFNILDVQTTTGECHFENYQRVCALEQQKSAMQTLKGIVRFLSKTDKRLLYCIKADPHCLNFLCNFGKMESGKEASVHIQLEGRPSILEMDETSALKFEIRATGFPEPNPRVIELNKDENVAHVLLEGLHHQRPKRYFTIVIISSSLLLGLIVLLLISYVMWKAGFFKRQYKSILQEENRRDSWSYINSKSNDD
VLA-4 agonist = enhancers of LDV-FITC binding to VLA-4 integrin, primary screen, Jurkat cells, flow cytometry; Integrin alpha-4 (Homo sapiens), P13612; 24,000 tested, under 10 active; activation, % at 10 µM (by protocol);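 active means fluorescent ligand binding to cells raised by more than 40% of the manganese-induced maximum; inconclusive means compound's own fluorescence above 85% of the ligand control signal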;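 further: 0% = ligand binding without compound and 100% = manganese-stimulated maximal binding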
LNCaP diff act = activators of LNCaP prostate cell differentiation, primary screen, flow cytometry side scatter; side scatter shift, % at 10 µM; 4 d; AID 795, 2007; actives 0.56% (n = 24,000);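 active means side scatter shift above 30%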;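 further: androgen-responsive LNCaP prostate cancer cells in charcoal-stripped serum medium; percent of cells past a gate set so DMSO wells show 10% shift; higher shift means more granular cells and more differentiation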
Jurkat autofluor = compound autofluorescence on Jurkat cells, primary screen, artefact control for VLA-4 allosteric ligand project, cell-based, flow cytometry; stronger effect = higher value; 1 = vehicle-only cell background; fluorescence ratio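 (tested at 10 µM compound in the well)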; actives 0.61% (n = 24,000);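 active means fluorescence ratio above 2.44, which is 1 plus 3 SD of all ratios; inconclusive means signal too bright to measure linearly, ratio around 10 or more; inactive means fluorescence ratio below 2.44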;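 further: green fluorescence of cells measured with 488 nm excitation and 530 nm emission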
An asterisk follows results filed as active; ? = inconclusive; · = not tested or not shown. A portion of the library; count on the stated rates, not on these rows.

nr	VLA-4 agonist	Jurkat autofluor	VLA-4 antagonist	LNCaP diff act	molecule
1	0.0	1.07	6.0	10.0	OC(Cn1cccn1)c1ccccc1 (stereo not drawn)
2	-1.0	1.02	2.7	8.0	O=C(NC1(C(=O)NC2CCCCC2)CCCCC1)c1ccc2c(c1)OCO2
3	-3.0	1	8.0	13.0	CCCCN(CCCNC(=O)c1c(C)cc(=O)oc1C)c1ccccc1
4	12.0	1.06	-10.0	18.0	COCCCN(Cc1ccccn1)S(=O)(=O)Cc1ccccc1
5	5.0	0.98	-8.0	9.0	Cc1nnc(SCC(=O)NC(C)(C)C)n1CCc1ccccc1
6	5.0	0.98	-19.5	5.0	O=C(CN1C(=O)NC2(CCCCC2)C1=O)Nc1ccc(S(=O)(=O)N2CCOCC2)cc1
7	3.0	1	-6.0	17.0	CN(C)c1nc(OCCOC(=O)Nc2ccc(Cl)cc2Cl)nc(N(C)C)n1
8	?	1.07	?	8.0	CCN1CCCC1CNC(=O)CCc1nc(-c2ccc(C)cc2)no1 (stereo not drawn)
9	1.0	1	-1.0	2.0	O=C(CN1CCN(CCC(=O)Nc2ccccc2F)CC1)Nc1ccc(F)cc1
10	-1.5	1.06	-21.0	7.0	COc1cc(OC)cc(C(=O)N2CCN(C(=O)c3ccc(OC)c(OC)c3)CC2)c1
11	0.0	0.99	3.0	1.0	COc1ccc(NC(=O)CN2CCN(CC(=O)Nc3ccc(OC)c(OC)c3)CC2)cc1
12	0.0	1.01	-5.0	13.0	CCN1CCN(C(=O)CS(=O)(=O)Cc2nc(-c3ccc(C)cc3)oc2C)CC1
13	0.0	1.1	0.0	14.0	COc1ccc(N2C(=O)C(CC(=O)Nc3ccccc3)N(Cc3ccc4c(c3)OCO4)C2=O)cc1 (stereo not drawn)
14	-7.0	0.99	-10.0	2.0	Cc1ccc(NC(=O)CSc2nnc(NC(=O)CN3CCOCC3)s2)cc1
15	0.0	1.06	-29.5	9.0	CCC(=O)Nc1ccc(NC(=O)CSc2nnnn2C(C)C)cc1
16	-5.3	1	8.3	44.0*	COc1ccc(-n2cc(-c3ccccc3)c3c(N4CCN(CCO)CC4)ncnc32)cc1
17	2.5	1.04	1.0	11.0	COc1ccccc1-c1nnc(SCC(=O)NC2CCCCC2)o1
18	5.0	1.16	-14.5	12.0	CCOC(=O)c1ccc(NC(=O)CSc2n[nH]c(-c3ccncc3)n2)cc1
19	1.0	1.05	-2.0	11.0	COc1ccc(NC(=O)C2C(=O)NC3(C)CC2c2ccccc2O3)cc1 (stereo not drawn)
20	-3.0	1.05	2.0	11.0	CCCS(=O)(=O)n1nc(-c2ccc(OC)cc2OC)cc1N
21	2.0	1.05	-7.0	9.0	COc1cc(C2C(=O)N(C3CCCC3)CC(=O)N2Cc2ccco2)ccc1OC(C)C (stereo not drawn)
22	2.0	1.07	6.0	10.0	COCC(C)NC(=O)c1cc(-c2cccc(OC)c2)on1 (stereo not drawn)
23	1.0	0.99	-5.0	8.0	Cc1nc2c(ccc3nc(NC(=O)c4ccc(S(=O)(=O)N(C)C)cc4)sc32)s1
24	-3.0	1.04	-4.5	21.0	COc1cc(OC)c(C(=O)Nc2ccc(N(C)C)cc2)cc1OC
25	-8.0	1.17	1.5	8.0	C/C(N)=C(/C#N)C(=O)CSc1nnc(Nc2c(C)cccc2C)s1
26	-4.0	1.01	2.7	6.0	CCOc1cccc2cc(C(=O)N3CCN(C/C=C/c4ccccc4)CC3)c(=O)oc12
27	3.0	0.99	-14.0	7.0	O=C(CCN1C(=O)C2C3C=CC(C3)C2C1=O)N1CCN(c2ccccc2F)CC1 (stereo not drawn)
28	-1.5	1.15	-17.5	17.0	CCN(Cc1cc2cc(OC)ccc2[nH]c1=O)C(=O)Cc1ccc(OC)cc1
29	3.5	1.04	-12.0	13.0	CCCCCC1NC(=O)NC1CCCCCC(=O)O (stereo not drawn)
30	-8.0	1.02	0.5	9.0	CC(C)c1nc(N2CCN(C(=O)c3ccco3)CC2)c2c3c(sc2n1)CCCC3
31	?	1.14	?	·	CCOC(=O)Cn1nc(-c2ccc(Cl)cc2)cc1N
32	16.0	1.07	-9.0	8.0	Cn1c(=O)oc2cc(S(=O)(=O)NCCCN3CCCC3=O)ccc21
33	-8.0	1.01	-12.0	6.0	CCn1cc(C(=O)N(CCCN2CCOCC2)Cc2ccco2)c(=O)c2ccc(C)nc21
34	5.7	1.04	-10.3	8.0	O=S(=O)(NCc1cn2ccsc2n1)c1ccc2c(c1)OCCO2
35	-4.0	1.01	10.0	10.0	CCOC(=O)c1ccc(NC(=O)CSc2nnc(CNC(=O)c3ccccc3F)o2)cc1
36	-4.7	1.05	0.0	9.0	CCC(C)(C(=O)NC1CCCC1)N(Cc1cccs1)C(=O)Cc1cccs1 (stereo not drawn)
37	2.0	1	-15.5	4.0	CN1CCN(CC(=O)N2c3ccccc3C(=O)Nc3cccnc32)CC1
38	0.0	1.03	-7.5	14.0	Cc1cc(C(=O)CSc2nnc(-c3ccccc3)n2C)c(C)n1C
39	2.0	1	-2.0	8.0	COc1ccc(N2CCN(C(=O)c3cn(C4CCCC4)c(=O)c4c3c3ccccc3n4C)CC2)cc1
40	-2.0	1.12	1.0	22.0	CC1CCN(CCc2nc3cc(NS(=O)(=O)c4ccc(F)cc4)ccc3n2C)CC1
41	-5.5	1.07	-1.5	10.0	CC(Oc1ccccc1)C(=O)Nc1ccc(S(=O)(=O)NCC2CCCO2)cc1 (stereo not drawn)
42	1.0	1	5.5	6.0	O=C(NCCC1=CCCCC1)C1CCN(S(=O)(=O)c2cccc3cccnc23)CC1
43	10.0	1.13	-23.0	13.0	Cc1nn(-c2ccccc2)c(Cl)c1C1C(C#N)=C(N)OC2=C1C(=O)CC(C)(C)C2 (stereo not drawn)
44	-3.5	1.01	-7.5	5.0	N#CCCn1ccc(NC(=O)c2ccc(Cl)cc2)n1
45	1.5	1.15	-10.0	21.0	CCCn1c(SCC(=O)NC(C)(C)C)nnc1C(C)C
46	-5.0	1.06	28.0	5.0	Cn1c2ccccc2c2c(C(=O)N3CCN(c4ccccn4)CC3)cn(C3CCCC3)c(=O)c21
47	-1.0	1.03	-19.0	8.0	COc1ccc(-c2cc3ccccc3n2CC(O)CN2CCN(CCO)CC2)cc1 (stereo not drawn)
48	0.7	1.03	-6.7	13.0	COc1cccc(-c2nc(CS(=O)(=O)CC(=O)NCc3ccc(Cl)cc3)c(C)o2)c1
49	1.3	1.04	8.5	12.0	Cc1cc(C)cc(N(CC(=O)Nc2cccc(C)n2)S(=O)(=O)c2c(C)noc2C)c1
50	0.0	1.03	-1.0	9.0	CCCN(CCC)CCCNC(=O)c1cn(CCOC)c(=O)c2c1c1ccccc1n2C

Full records, quoted from the list. Values in the order: VLA-4 agonist | Jurkat autofluor | VLA-4 antagonist | LNCaP diff act
Cc1cc(C)cc(N(CC(=O)Nc2cccc(C)n2)S(=O)(=O)c2c(C)noc2C)c1 in the list: 1.3 | 1.04 | 8.5 | 12.0
CCOC(=O)Cn1nc(-c2ccc(Cl)cc2)cc1N in the list: ? | 1.14 | ? | ·
Cn1c(=O)oc2cc(S(=O)(=O)NCCCN3CCCC3=O)ccc21 in the list: 16.0 | 1.07 | -9.0 | 8.0
CCOc1cccc2cc(C(=O)N3CCN(C/C=C/c4ccccc4)CC3)c(=O)oc12 in the list: -4.0 | 1.01 | 2.7 | 6.0
CC(C)c1nc(N2CCN(C(=O)c3ccco3)CC2)c2c3c(sc2n1)CCCC3 in the list: -8.0 | 1.02 | 0.5 | 9.0

(more compounds)
nr	VLA-4 agonist	Jurkat autofluor	VLA-4 antagonist	LNCaP diff act	molecule
51	-2.0	1.05	2.0	5.0	O=C(CCn1cccc1)NCc1ccccc1
52	-10.5	1	77.7*	15.0	CCCCCNC(=O)CCCCn1c(=O)[nH]c2cc(OCC)c(OCC)cc2c1=O
53	4.0	0.99	-14.0	4.0	CCS(=O)(=O)N1CCCC(C(=O)NCc2ccc(C)cc2)C1 (stereo not drawn)
54	-2.0	1.01	-5.0	11.0	CN1CCN(CCCNC(=O)c2cn(C)c3ccc(S(=O)(=O)N(C)C)cc3c2=O)CC1
55	-1.0	1.05	-4.0	5.0	COC(=O)C(CCSC)NC(=O)Cn1ncc2c(=O)oc3ccc(C)cc3c21 (stereo not drawn)
56	0.0	1.05	-2.0	12.0	Cc1ccccc1NS(=O)(=O)c1ccc(NC(=O)c2ccco2)cc1
57	6.0	0.94	-20.5	27.0	Cc1ccc(Oc2ccc(S(=O)(=O)N3CCOCC3)cc2C(N)=O)c(-n2nc3ccccc3n2)c1
58	-7.5	1.03	-4.0	5.0	CCOC(=O)C1=C(C)N=C2SC(C)C(=O)N2C1c1cccc(F)c1 (stereo not drawn)
59	4.5	1.06	-12.0	2.0	Nc1nc(-n2cnnc2)nn1-c1ccccc1
60	-5.0	1.07	10.0	3.0	Cc1nc2ncnn2c(C)c1CCC(=O)N1CCN(C(=O)c2ccco2)CC1
61	?	?	?	9.0	CCN(CC)c1ccc2cc(-c3nc4ccccc4[nH]3)c(=O)oc2c1
62	?	1.08	?	9.0	Cc1ccc(-c2csc3ncn(-n4c(C)ccc4C)c(=O)c23)o1
63	-3.7	0.98	6.0	15.0	COc1cccc(-c2cc(C(=O)Nc3cc(C)n(Cc4ccc(Cl)cc4)n3)no2)c1
64	4.5	1.02	-17.0	2.0	CC(C(=O)O)c1ccc(-c2ccccc2)c(F)c1 (stereo not drawn)
65	1.0	1.08	5.0	12.0	Cc1cccc(N(C)C(=O)COc2cc(=O)n(C)c3ccccc23)c1
66	4.0	1.02	-22.0	7.0	O=C(Cn1nnc(-c2ccccc2)n1)Nc1ccccc1N1CCOCC1
67	1.0	0.89	9.0	9.0	COc1cccc(-n2c(Cc3cc(=O)[nH]c(=O)[nH]3)nnc2SCC(=O)N2CCC(C)CC2)c1
68	-11.0	1.16	-33.0	2.0	COc1ccc(Cl)cc1Nc1cc(C)nc2nc(C)nn12
69	2.5	1.09	-8.5	11.0	CC(C)C(=O)N1CCN(c2nc(-c3ccccc3)c3c(c2C#N)CCCC3)CC1
70	?	1.72	?	24.0	CCOC(=O)c1c(C)oc2c1c(C=NC1CCS(=O)(=O)C1)c(O)c1ccccc12 (stereo not drawn)
71	5.0	1.04	9.0	7.0	O=C(C1CCN(c2ccc(N3CCOCC3)nn2)CC1)N1CCN(c2ccc(F)cc2)CC1
72	0.0	0.97	-11.3	12.0	CCC1(C(=O)OC)NC(c2cccc(F)c2)C2C(=O)N(C)C(=O)C21 (stereo not drawn)
73	10.5	1.04	-33.0	15.0	Nc1nc(NC(=O)c2cccs2)nn1-c1ccccc1
74	1.0	1	-13.0	7.0	COC(=O)c1ccc(NC(=O)C2C3C=CC(O3)C2C(=O)O)cc1 (stereo not drawn)
75	-0.5	1	-4.5	5.0	Cc1cccc(NC(=O)CCCCCN2C(=O)c3ccccc3C2=O)n1

Only LNCaP diff act, for some of the entries so far:
item | Compound | LNCaP diff act
56 | Cc1ccccc1NS(=O)(=O)c1ccc(NC(=O)c2ccco2)cc1 | 12.0
68 | COc1ccc(Cl)cc1Nc1cc(C)nc2nc(C)nn12 | 2.0
60 | Cc1nc2ncnn2c(C)c1CCC(=O)N1CCN(C(=O)c2ccco2)CC1 | 3.0
72 | CCC1(C(=O)OC)NC(c2cccc(F)c2)C2C(=O)N(C)C(=O)C21 (stereo not drawn) | 12.0

Additional structures follow.
nr	VLA-4 agonist	Jurkat autofluor	VLA-4 antagonist	LNCaP diff act	molecule
76	-6.0	1.09	-8.0	6.0	COc1ccc(-c2cc3ccc(OCc4nn[nH]n4)cc3oc2=O)cc1
77	3.0	1.02	-6.7	7.0	COc1cccc(CNC(=O)CCS(=O)(=O)c2cccc3nsnc23)c1
78	-4.0	1.16	-2.0	11.0	O=C(CN1C(=O)C2C3C=CC(C3)C2C1=O)Nc1ccc2nccnc2c1 (stereo not drawn)
79	-1.0	1.02	-48.0	9.0	CCS(=O)(=O)N1CCC(C(=O)NCCc2ccccc2)CC1
80	2.0	0.96	1.0	6.0	O=C(NCCN1CCCC1)C1CC(=O)N(C2CCCCC2)C1 (stereo not drawn)
81	?	1.03	?	6.0	CCOC(=O)C1CCN(C(=O)c2cc3cc4cc(OC)ccc4nc3o2)CC1
